From PubChem
Ecoli viability = E. coli V3065 growth inhibition, primary screen, counter-screen for AddAB inhibitor project, absorbance, OD600; inhibition, % at 11.9 µM; 0.27% of 330,000 active; 18 h;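 active = inhibition above the campaign's mean inhibition across all tested compounds plus 3 SD, cut at about 9.9% in these data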;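 note: uninfected addAB+ strain grown without phage in ampicillin broth; 0% = DMSO wells and 100% = ciprofloxacin 0.95 µg/ml wells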
AddAB inh = growth inhibition of E. coli expressing H. pylori AddAB, primary screen, AddAB inhibitor project, absorbance | inhibition, % at 11.9 µM | 0.29% of 330,000 active | AID 435030, 2010; in the data active = inhibition above about 12%;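 note: 0% = vehicle wells of infected cells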
CAL PDZ FP-1 = untagged CAL PDZ binding inhibitors, primary screen, biochemical, fluorescence polarization, HTS. Golgi-associated PDZ and coiled-coil motif-containing protein (Homo sapiens), Q9HD26. purified CAL PDZ, TMR-peptide fluorescence polarization, 1 h. inhibition, % at 24.9 µM. 0.92% of 300,000 active. AID 602252, 2012;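 active = mean inhibition of at least 30% with at least half of replicates also reaching 30%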;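 note: 0% = DMSO neutral control and 100% = excess unlabeled competitor peptide PRC23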
CAL PDZ FP-2 = CAL PDZ peptide-binding inhibitors, primary screen, biochemical, fluorescence polarization, Cer-tagged CAL PDZ, HTS. AID 504414, 2011. 0.02% of 330,000 active. Golgi-associated PDZ and coiled-coil motif-containing protein (Homo sapiens), Q9HD26. purified CAL PDZ, TMR-peptide fluorescence polarization, 1 h. inhibition, % at 20 µM;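 active = highest replicate inhibition of at least 40%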;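 note: plate controls were DMSO neutral control wells for no effect and unlabeled competitor peptide control wells for full effect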
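material = purified tagged CAL PDZ domain construct (CerCALP) | compound dosing = 20 µM, one dose | times = 1 h at RT | measured by = fluorescence polarization from S- and P-plane intensities, G-factor corrected | read-out = inhibition from polarization loss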
Wnt bcat act = Wnt/beta-catenin pathway activators, primary screen, cell-based, plate reader, single point | AID 743398, 2014 | activation, % at 9.35 µM | 1.2% of 300,000 active | Wnt/beta-catenin reporter cell assay, activator; in the data active = activation above about 30%, passing the limit was not always enough;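 note: 0% = neutral control wells and 100% = positive control wells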
MITF TRPM1 HTS = activators of MITF-driven TRPM1 promoter reporter, primary screen, cell-based, SK-MEL-5, luciferase, single point; SK-MEL-5 TRPM1-promoter luciferase, 24 h; % of positive control, neutral wells = 0; 0.75% of 300,000 active; activation, % at 12.5 µM;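 active = mean activation of at least 80% with every replicate also reaching 80%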;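 note: 0% = neutral control wells and 100% = parthenolide positive control wells; values of inactives mirror those of a sister screen read the other way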
phage Ecoli inh = growth loss of phage-infected E. coli, primary screen, RecBCD inhibitor project, absorbance, with phage, HTS; 0.26% of 360,000 active; inhibition, % at 11.9 µM; AID 651602, 2012; in the data active = inhibition above about 11%
Tat transport = E. coli Tat export inhibitors, primary screen, MC4100, TorA-mCherry reporter, fluorescence, single point; inhibition, % at 10 µM; AID 488895, 2010; 0.036% of 340,000 active;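 active = mean replicate inhibition at least 50% and at least half of replicates individually reaching 50%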;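 note: exported cargo escapes ClpAP degradation while cytoplasmic cargo is degraded and loses fluorescence; 0% = median of neutral control wells and 100% = median of NaSCN control wells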
SR-BI DiI-HDL act = activators of SR-BI mediated DiI-HDL uptake, primary screen, ldlA[mSR-BI] CHO cells, DiI fluorescence; activation, % at 12.5 µM; 3 h; 100 = double the neutral-control signal; 0.096% of 320,000 active;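 active = mean replicate activation of at least 60% and every replicate at or above 60%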;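 note: 0% = median plate neutral-control signal and 100% = twice that signal; values of inactives mirror those of a sister screen read the other way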
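Material: SR-BI-overexpressing, LDLR-lacking CHO cells; schedule: compound exposure 3 h, 37 °C; reagent: DiI-labelled HDL at 10 µg/mL final; technique: bottom-read fluorescence, 550/595 nm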
SR-BI HDL uptake = inhibitors of SR-BI mediated HDL lipid uptake, primary screen, ldlA[mSR-BI] cells, fluorescence, single point; Scavenger receptor class B member 1 (Mus musculus), Q61009; ldlA[mSR-BI] CHO cells, DiI-HDL uptake fluorescence, 3 h; inhibition, % at 12.5 µM; 0.96% of 320,000 active; AID 488896, 2010;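 active = mean replicate inhibition of at least 70% and a set share of replicates each scoring 70 or more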;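 note: 0% = median of neutral control wells and 100% = median of positive control wells; values of inactives mirror those of a sister screen read the other way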
Target sequence (Q61009 whole entry, looked up): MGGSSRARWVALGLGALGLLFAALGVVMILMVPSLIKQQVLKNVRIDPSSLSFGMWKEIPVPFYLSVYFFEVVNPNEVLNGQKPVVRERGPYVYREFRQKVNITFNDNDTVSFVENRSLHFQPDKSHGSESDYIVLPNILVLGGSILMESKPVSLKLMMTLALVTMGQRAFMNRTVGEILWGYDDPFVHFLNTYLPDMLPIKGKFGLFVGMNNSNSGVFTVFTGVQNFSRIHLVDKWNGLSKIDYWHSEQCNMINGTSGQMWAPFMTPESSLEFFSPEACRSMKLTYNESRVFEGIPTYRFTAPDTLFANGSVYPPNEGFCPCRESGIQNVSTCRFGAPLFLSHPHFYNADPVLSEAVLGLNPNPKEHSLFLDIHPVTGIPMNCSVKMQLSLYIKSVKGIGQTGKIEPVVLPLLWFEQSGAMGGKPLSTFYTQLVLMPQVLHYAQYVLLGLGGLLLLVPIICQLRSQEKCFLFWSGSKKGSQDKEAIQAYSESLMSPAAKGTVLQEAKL
Active calls of the source: *; · = no result given.

structure,AddAB inh,Tat transport,Ecoli viability,SR-BI HDL uptake,phage Ecoli inh,MITF TRPM1 HTS,CAL PDZ FP-2,CAL PDZ FP-1,SR-BI DiI-HDL act,Wnt bcat act
C=CCn1c(SCC(=O)N2CC(C)OC(C)C2)nnc1-c1ccncc1 (centres undefined),-1.3,0,1.1,-12,2.7,3,0.8,-5,12,-1
CCSc1nnc(NC(=O)c2ccc3ccccc3n2)s1,0.6,1,3.5,-10,-2.7,11,-1.6,-1,10,·
O=C(CCC1N=C2c3ccccc3N=C(SCc3ccc(Cl)cc3)N2C1=O)NCc1ccco1 (centres undefined),0.6,-19,-0.7,-22,3.1,3,-3.2,-3,22,-3
O=C(CC(c1ccccc1)c1ccccc1O)N1CCCC1 (centres undefined),0.0,-9,2.6,-16,3.3,-3,-0.7,-4,16,·
COc1ccc(NC(=O)CN(C)C(=O)Cc2ccc3c(c2)OCCO3)cc1,1.1,8,0.0,4,2.2,1,-1.3,-1,-4,-2
CCOc1ccc(S(=O)(=O)NCCC(=O)OC(C)C(=O)N2CCc3ccccc32)cc1 (centres undefined),1.5,-5,-1.8,26,2.9,·,·,-4,-26,·
COc1ccc(OC)c(CCNC(=O)c2ccc(NC3=NC4CS(=O)(=O)CC4S3)cc2)c1 (centres undefined),0.7,-7,-0.4,83*,2.6,·,0.3,·,-83,0
C=C1[C@@H](O)[C@H](Cc2ccccc2)N(Cc2ccccc2Br)S1(=O)=O,·,11,·,-30,1.8,-5,-0.1,2,30,1
Cc1cccc2nc(-c3ccccc3)nc(N3CCC(O)(c4ccc(Cl)cc4)CC3)c12,-1.9,19,0.0,39,3.7,5,-1.3,·,-39,·
O=C(O)CCN(CC(=O)c1ccc(Cl)cc1)S(=O)(=O)c1ccc([N+](=O)[O-])cc1,-0.5,-7,-2.1,4,2.0,0,-3.1,-1,-4,-3
COc1ccc(C(CNC(=O)C(C)Sc2ccccc2)N2CCOCC2)cc1 (centres undefined),·,3,·,-8,3.5,8,-0.3,·,8,-3
COc1cc(CC(=O)NCCc2ccc(OCc3ccccc3)cc2)c([N+](=O)[O-])cc1OC,6.6,1,-1.6,11,2.5,17,0.4,0,-11,·

The final 3 entries of the section above open the next one.
structure,AddAB inh,Tat transport,Ecoli viability,SR-BI HDL uptake,phage Ecoli inh,MITF TRPM1 HTS,CAL PDZ FP-2,CAL PDZ FP-1,SR-BI DiI-HDL act,Wnt bcat act
O=C(O)CCN(CC(=O)c1ccc(Cl)cc1)S(=O)(=O)c1ccc([N+](=O)[O-])cc1,-0.5,-7,-2.1,4,2.0,0,-3.1,-1,-4,-3
COc1ccc(C(CNC(=O)C(C)Sc2ccccc2)N2CCOCC2)cc1 (centres undefined),·,3,·,-8,3.5,8,-0.3,·,8,-3
COc1cc(CC(=O)NCCc2ccc(OCc3ccccc3)cc2)c([N+](=O)[O-])cc1OC,6.6,1,-1.6,11,2.5,17,0.4,0,-11,·
CCn1c(CNC(=O)c2cccs2)nnc1SCC(=O)Nc1cc(Cl)ccc1C,1.9,-5,-0.5,4,1.9,-1,-2.2,·,-4,·
O=C1c2cccc(OCC(=O)N3CCCc4ccccc43)c2CCN1Cc1ccc(Br)cc1,4.3,6,2.2,32,0.2,0,-3.0,1,-32,·
Cc1cc(C)nc(N2CCCC(C(=O)Nc3ccc4c(c3)OCCO4)C2)n1 (centres undefined),-1.6,0,-0.4,-12,1.9,-18,·,2,12,-2
COc1ccc(NC(=O)C2CCN(c3cnccn3)CC2)cc1OC,1.7,-5,1.6,·,-0.8,-12,-1.0,-4,·,-1
CCOCCCNC(=O)c1cc(Sc2nnc(C)s2)nc2ccccc12,-0.2,7,-0.6,·,2.8,-16,-0.6,0,·,0
CNc1snc(C)c1C(=O)OC(C)C(=O)Nc1ccc(F)cc1 (centres undefined),0.4,4,-1.8,0,0.7,-23,-1.1,-5,0,1
CCOC(=O)C(=CNc1nc(-c2ccc3ccccc3c2)cs1)C(=O)OCC,-0.4,2,0.4,13,-1.4,17,-1.6,2,-13,8
Oc1ccc2ccccc2c1CNc1ccc2ccccc2c1,·,-3,·,27,1.8,-9,0.8,-1,-27,-4
CCOc1ccc(NC(=O)CN(C)C(=O)c2c(C)nn(Cc3ccccc3Cl)c2C)cc1OCC,·,14,·,49,0.9,-13,-0.2,1,-49,-3
CC1CCN(C(=O)c2[nH]cnc2C(=O)Nc2ccon2)CC1,-0.8,-10,-1.8,-17,0.6,9,-0.3,-4,17,0
COC(=O)c1ccc(CSc2nc3sc(C)c(C)c3c(=O)[nH]2)cc1,-0.8,9,2.8,2,-0.6,9,-0.3,-4,-2,-4
CC1(C)C(=O)CC[C@]2(C)C3C(=O)C=C4[C@H]5C[C@@](C)(C(=O)O)CC[C@]5(C)CC[C@]4(C)[C@]3(C)CC[C@@H]12 (some centres undefined),1.1,2,0.8,-4,0.0,-4,0.1,-1,4,-1
COc1ccc(C(CCN2CCN(c3ccccc3)CC2)c2c(O)cc(OC)cc2OC)cc1 (centres undefined),2.4,7,-2.6,-4,2.4,8,-1.2,2,4,-3
Cc1cc2oc(=O)cc(CN3CCN(C/C=C/c4ccccc4)CC3)c2cc1O,3.1,-5,1.9,76*,1.7,-9,-0.8,3,-76,-4
CCN(C(=O)COC(=O)CCC(=O)c1cccs1)c1c(N)n(Cc2ccccc2)c(=O)[nH]c1=O,-0.7,-1,1.4,-11,3.3,3,0.1,-3,11,-4
NC(=S)N/N=C/c1coc2ccc(F)cc2c1=O,2.0,·,-2.9,·,3.2,·,·,·,·,-1
CCOc1ccc(Nc2ncnc3ccc([N+](=O)[O-])cc23)cc1,1.1,-3,-1.3,15,2.6,9,1.6,0,-15,-5
CC(=O)OCC(=O)N1N=C(c2ccc3ccccc3c2)CC1c1ccccc1 (centres undefined),1.8,1,-0.3,4,1.9,1,-1.6,3,-4,·
CN(CC(=O)N1CCCc2c1c(=O)oc1ccc(O)cc21)Cc1ccccc1,-0.9,5,-1.7,-21,4.7,11,-0.8,·,21,-5
C#CCOCCOCCOCCNc1nc(N2CCN(C(=O)C([C@@H](C)CC)n3cc(C(N)COC(=O)C(F)(F)F)nn3)CC2)nc(N2CCN(C(=O)C([C@@H](C)CC)n3cc(C(N)CC(C)C)nn3)CC2)n1 (some centres undefined),-1.3,·,-3.8,·,1.5,·,·,·,·,-1
CCn1ncc([C@@H]2C[C@H]3CN(Cc4cccc(Cl)c4)C(=O)[C@]34CCCN24)c1C,2.6,22,-0.7,-34,2.6,-11,-1.7,-2,34,2
O=C(COc1ccc(NS(=O)(=O)c2ccc(F)cc2)cc1)N1CCOCC1,-0.7,-3,-0.4,10,3.2,-6,-1.8,-5,-10,0
CC1(C)Cc2c(cnn2-c2ccc(F)cc2)C(NC(=O)c2ccco2)C1 (centres undefined),0.6,3,0.2,19,0.7,16,-2.1,-3,-19,0
O=C(NC1CCCCC1)C(c1ccco1)N(C(=O)c1csnn1)c1ccccc1 (centres undefined),-0.3,3,-1.4,-20,0.6,4,-0.5,-2,20,-6
CC(=O)N1CCC2(CC1)C(C#N)=C(N)Oc1n[nH]c(C)c12,0.2,16,-2.2,-31,3.2,-4,-0.6,1,31,·
Cc1nc2nc(C)n(-c3ccccc3)c2s1,3.8,7,0.7,-3,3.3,16,-0.4,2,3,·
COc1ccc(C2=NOC(Cn3nc(C(=O)NCc4cccc(Br)c4)cc3-c3ccccc3)C2)cc1 (centres undefined),1.4,-4,0.9,20,2.1,14,1.6,-5,-20,-3
O=C(COC(=O)c1cc(Cl)ccc1Cl)NCCN1C(=O)CSC1=O,3.7,-9,-1.8,-3,3.3,-1,-0.1,1,3,-1
Cc1ccc(-c2nc3ncccc3o2)cc1NC(=S)NC(=O)c1ccco1,2.4,-1,0.1,43,3.3,6,-3.2,-4,-43,8
CC/C(=C(/CC)c1ccc(O)cc1)c1ccc(O)cc1,0.2,-13,3.9,1,4.9,-17,-0.5,·,-1,4
O=C1CCCN1C(=O)CCC(=O)N1CCCC1=O,3.1,-3,2.2,-11,1.0,-3,0.0,-6,15,-3
CC(=O)N(c1ccccc1)C1SC(=O)N(c2ccccc2)C1=O (centres undefined),2.6,16,-0.2,3,3.4,-8,-1.7,1,-3,0
Cc1cc([N+](=O)[O-])nn1CCCC(=O)NCc1ccccc1,0.9,1,1.6,-12,1.8,22,-0.3,2,12,-3
C/C(=N/O)c1ccc2c(c1)OCCOCCOc1cc(/C(C)=N/O)ccc1OCCOCCO2,2.5,-2,-0.7,-6,0.9,-16,-1.6,9,6,-5
COc1ccc(CN2C(=O)CCC2(C)C(=O)NC2CCCCCC2)cc1 (centres undefined),4.7,1,-0.6,-21,2.8,-7,-0.4,-3,21,1
COc1ccc(Cl)cc1N(CC(=O)Nc1ccccc1C(=O)N1CCOCC1)S(C)(=O)=O,-1.4,8,0.4,-18,2.9,-9,-1.4,-2,18,0
